Shiga inhibitor = A qHTS for Small Molecule Inhibitors of Shiga Toxin; Vero cells, Shiga toxin protein synthesis inhibition reporter; inhibition, % at 38.7 µM; hit rate 9.2% among 290,000; in the data active = inhibition mostly above about 28%, no sharp cut-off; inactive = mostly below about 43%; note: 0% is about no effect
Tb PYK inh = qHTS of Trypanosoma Brucei Inhibitors. pyruvate kinase (Trypanosoma brucei), Q57TT1. TbPYK enzyme, Kinase-Glo Plus ATP luminescence, 45 min. Potency, µM (series often up to 76.8 µM), for inactives: at the top dose activity, negative = inhibition, actives largely listed as inhibitors. hit rate 0.12% among 410,000; note: potency is the fitted concentration of half-maximal effect; % is set by controls: 0 for no effect and ±100 for the full control effect; nearly all actives have a fitted effect of over 50% in size
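Screened from lowest to highest concentration, compounds were pinned into TbPYK/substrate mixtures, and ADP (130 uM final) was added. Plates sat at room temperature for 45 min prior to Kinase-Glo Plus detection by luminescence.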
Pf growth 96h = Primary qHTS for delayed death inhibitors of the malarial parasite plastid, 96 hour incubation | P. falciparum luciferase reporter growth, 96 h | Potency, µM (doses to about 28.7 µM), for inactives: at the top dose activity change, negative = inhibition, actives largely listed as inhibitors | hit rate 6.9% among 320,000; note: potency is the fitted concentration of half-maximal effect; % is set by controls: 0 for no effect and ±100 for the full control effect
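Two parasite generations (96 h, 37 C, 5% CO2) of compound exposure in infected erythrocytes (0.05% parasitemia, 2% hematocrit). Luciferase-reporter P. falciparum; decreased luminescence indicates inhibited growth, aimed at apicoplast-acting delayed death.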
Pf growth 48h = Primary qHTS for delayed death inhibitors of the malarial parasite plastid, 48 hour incubation; hit rate 5.9% among 310,000; Potency, µM (highest dose often 28.7 µM), inactives show top-dose activity change, negative = inhibition, actives largely listed as inhibitors; P. falciparum luciferase growth in erythrocytes, 48 h; note: potency is the fitted concentration of half-maximal effect; % is set by controls: 0 for no effect and ±100 for the full control effect
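Firefly luciferase activity from engineered P. falciparum reports growth; inhibitors lower the luminescent signal. Cultures contained 2% hematocrit erythrocytes at 0.1% final parasitemia.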
LmPK inhibitor = qHTS Assay for Inhibitors of Leishmania Mexicana Pyruvate Kinase (LmPK) | Q27686 | purified LmPK, Kinase-Glo ATP luminescence, 1 h | Potency, µM (top dose mostly 57.5 µM), inactives show top-dose activity change, negative = inhibition, hits mostly inhibitors | hit rate 0.37% among 290,000 | AID 1721, 2009; note: potency is the fitted concentration of half-maximal effect; % is set by controls: 0 for no effect and ±100 for the full control effect
Target sequence (Q27686 whole entry, looked up): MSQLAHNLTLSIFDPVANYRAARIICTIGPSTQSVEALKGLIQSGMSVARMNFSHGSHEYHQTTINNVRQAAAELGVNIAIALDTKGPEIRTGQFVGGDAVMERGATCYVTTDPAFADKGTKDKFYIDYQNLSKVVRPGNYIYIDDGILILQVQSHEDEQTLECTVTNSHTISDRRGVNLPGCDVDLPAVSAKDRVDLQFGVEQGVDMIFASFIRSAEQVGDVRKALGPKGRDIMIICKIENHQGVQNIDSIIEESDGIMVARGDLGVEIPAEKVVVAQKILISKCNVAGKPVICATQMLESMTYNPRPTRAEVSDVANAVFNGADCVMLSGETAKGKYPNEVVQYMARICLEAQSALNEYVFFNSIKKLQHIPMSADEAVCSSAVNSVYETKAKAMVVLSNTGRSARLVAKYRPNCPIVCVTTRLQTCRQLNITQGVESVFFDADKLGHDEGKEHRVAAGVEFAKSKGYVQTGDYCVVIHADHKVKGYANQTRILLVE
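0.1 nM LmPK, 0.5 mM PEP, 0.1 mM ADP; 50 mM imidazole pH 7.2, 7 mM MgCl2, 50 mM KCl; 1 h RT. Kinase-Glo luminescence readout, normalized to no-enzyme (full inhibition) and uninhibited wells.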
HCV inh = qHTS Assay for Inhibitors of Hepatitis C Virus (HCV) | Huh7.5.1 HCVcc-Cre infection, luciferase reporter, 44 h | Potency, µM (titrated, usually from 41.8 µM), for inactives: at the highest dose activity change, negative = inhibition, actives largely listed as inhibitors | hit rate 3.4% among 340,000; note: potency is the fitted concentration of half-maximal effect; % is set by controls: 0 for no effect and ±100 for the full control effect
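HCVcc-Cre virus at an moi near 0.5 was added right after compound to cells cultured 4 h from seeding (1,000 cells/well). Luciferase activity was determined 44 h later, 15 min after substrate addition at RT.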
CHX counter = Cycloheximide Counterscreen for Small Molecule Inhibitors of Shiga Toxin; cell reporter, cycloheximide protein synthesis inhibition counterscreen; max response, %; hit rate 12% among 300,000; AID 2314, 2010; in the data active = max response mostly above about 13%, no sharp cut-off; inactive = mostly below about 14%; note: read at 38.3 µM for the half of the compounds with a filed dose; 0% is about no effect
* marks the source's active call; other numbers are inactive results; & = joins results of further samples; [ ] = remark or other dose. Unless noted, calls come from the whole dose curve; as a rule, active = well fitted curve in the direction sought with a large enough effect; inconclusive = small, poorly fitted or top-dose-only effect, or another doubt; inactive = no such curve, though single readings can be large; an effect the other way counts as inactive or inconclusive.

CCOC(=O)C(=CNc1ccccc1C)C(=O)OCC was read as Shiga inhibitor -2, Tb PYK inh 2%, Pf growth 96h 17%, Pf growth 48h -8%, LmPK inhibitor 2%, HCV inh inconclusive and CHX counter 17.
For CCCCNC(=S)NNC(=O)c1ccc(Br)o1 the results were Shiga inhibitor 2, Tb PYK inh -5%, Pf growth 96h 38%, Pf growth 48h 19%, LmPK inhibitor 6%, HCV inh 12% and CHX counter 0.
CC(C)CCN(C(=O)CCCSc1nc2ccccc2[nH]1)c1c(N)n(Cc2ccccc2)c(=O)[nH]c1=O was read as Tb PYK inh 6%, Pf growth 96h inconclusive, Pf growth 48h inconclusive and HCV inh inconclusive.
Screening CCOC(=O)c1ccccc1NC(=O)C1COc2ccccc2O1 (configuration not stated) returned Shiga inhibitor -13, Tb PYK inh -3%, Pf growth 96h inconclusive, Pf growth 48h inconclusive, LmPK inhibitor 5%, HCV inh inconclusive and CHX counter -6.
Screening COc1ccc(CCNC(=O)CN2C(=O)COc3ccc(S(=O)(=O)N4CCCC4)cc32)cc1OC returned Shiga inhibitor 22, Tb PYK inh 1%&-2%, Pf growth 96h 24%, Pf growth 48h -25%, LmPK inhibitor -5%, HCV inh -3% and CHX counter -2.
For O=C(NCc1ccccc1)NC1(C(=O)N2CCN(c3ccccc3)CC2)CCCCC1 the results were Shiga inhibitor -13, Tb PYK inh 1%, Pf growth 96h 0%, Pf growth 48h inconclusive, LmPK inhibitor 2%, HCV inh 1% and CHX counter -3.
Screening COc1ccccc1-c1cc(C(=O)N2CCN(c3ccccc3)CC2)no1 returned Shiga inhibitor 2, Tb PYK inh 2%&-4%, Pf growth 96h 15%, Pf growth 48h 11%, LmPK inhibitor -4%, HCV inh 9% and CHX counter -2.
Screening COc1ccc(N2CCN(C(C)=C3C(=O)c4ccccc4C3=O)CC2)cc1 returned Shiga inhibitor 66*, Tb PYK inh -12%, Pf growth 96h 10%[5.75 µM], Pf growth 48h 30%, LmPK inhibitor 2%, HCV inh -1% and CHX counter 41*.
Oc1ccc(-c2csc(Nc3ncccn3)n2)cc1O was read as Shiga inhibitor 103*, Tb PYK inh -9%, Pf growth 96h 350%[activator], Pf growth 48h 9%, LmPK inhibitor -6%, HCV inh 11µM* and CHX counter 33*.
Screening COc1ccc(OCC(=O)O/N=C(\N)Cc2cccs2)cc1 returned Shiga inhibitor 64*, Tb PYK inh 0%, Pf growth 96h -14%, Pf growth 48h 28%, LmPK inhibitor 0%, HCV inh 11% and CHX counter 22*.
Screening COc1ccc(NC(=O)Cc2ccc(Cl)cc2)cc1NC(=O)c1ccco1 returned Shiga inhibitor 4, Tb PYK inh 5%, Pf growth 96h 28%, LmPK inhibitor 0%, HCV inh 10µM* and CHX counter -4.
Screening O=C(Nc1ccc(F)cc1)C(c1ccccc1)N1CCN(S(=O)(=O)c2c(F)cccc2F)CC1 (configuration not stated) returned Shiga inhibitor 10, Tb PYK inh 0%, Pf growth 96h inconclusive, Pf growth 48h inconclusive, LmPK inhibitor -1%, HCV inh -10% and CHX counter 3.
For CC(C)(C)NC(=O)CN1CCCN(C(=O)COc2ccc(Cl)c3ccccc23)CC1 the results were Tb PYK inh 4%, Pf growth 96h inconclusive, Pf growth 48h 12µM* and HCV inh -14%.
For COc1ccc(-c2ccccc2[C@H]2[C@@H]3C=CC[C@@H](C)[C@@H]3C(=O)N2Cc2ccccc2)cc1 the results were Shiga inhibitor inactive, Tb PYK inh -4%, HCV inh inconclusive and CHX counter 28.
For Cc1c(-n2cc(C(=O)O)c(=O)c3cc(F)c(N4CCCC4)c(F)c32)c(=O)n(-c2ccccc2)n1C the results were Shiga inhibitor -7, Tb PYK inh 4%, Pf growth 96h 42%[activator], Pf growth 48h -11%, LmPK inhibitor -6%, HCV inh 11% and CHX counter -2.
CC(Oc1ccccc1)c1nnc(N)s1 (configuration not stated) was read as Shiga inhibitor 4, Tb PYK inh 0%, Pf growth 96h 32%[activator], Pf growth 48h 24%, LmPK inhibitor 3%, HCV inh 9% and CHX counter 5.
For CCCNC(=O)NS(=O)(=O)c1cnccc1Sc1ccc(Cl)cc1 the results were Shiga inhibitor -15, Tb PYK inh 4%, Pf growth 96h 4%, Pf growth 48h -6%, LmPK inhibitor -3%, HCV inh 15% and CHX counter 2.
Cc1cc(C(=O)COC(=O)CCCN2C(=O)c3ccccc3C2=O)c(C)n1C was read as Shiga inhibitor -2, Tb PYK inh 2%, Pf growth 96h 19%, Pf growth 48h 11%, LmPK inhibitor 7%, HCV inh 10% and CHX counter -2.
Screening Cc1ccc(-n2c(SCC(N)=O)nc3c(c2=O)C2(CCCC2)Cc2ccccc2-3)cc1 returned Shiga inhibitor 2, Tb PYK inh -11%, Pf growth 96h 43%[activator], Pf growth 48h 22%, LmPK inhibitor 1%, HCV inh -29% and CHX counter -1.
Screening Fc1ccc(-c2cnc(-c3cccs3)o2)cc1 returned Shiga inhibitor 134*, Tb PYK inh 4%, Pf growth 96h 0%, Pf growth 48h 329%[activator], LmPK inhibitor -1%, HCV inh -9% and CHX counter 42*.
`Cc1cccc(N=C/C(C(=O)C(F)(F)F)=C(\O)c2ccco2)c1` gave Shiga inhibitor -5, Tb PYK inh -9%, Pf growth 96h 39%[activator], Pf growth 48h 24%, LmPK inhibitor -5%, HCV inh -9% and CHX counter -1.
O=C(Cn1c2ccc(F)cc2c2nc3n(c(=O)c21)CCS3)NCC1CCCO1 (configuration not stated) was read as Shiga inhibitor -8, Tb PYK inh -6%, Pf growth 96h 21%, Pf growth 48h 8%, LmPK inhibitor 9%, HCV inh 13% and CHX counter 9.
`Cc1nc(-c2ccccc2)sc1C(=O)CSc1ccc(F)cc1` gave Shiga inhibitor 9, Tb PYK inh -6%, Pf growth 96h 66%[activator], Pf growth 48h 18%, LmPK inhibitor -2%, HCV inh -25% and CHX counter 10.
Screening COCCNc1c2c(nc3ccccc13)CCC2 returned Shiga inhibitor -17, Tb PYK inh 1%, Pf growth 96h 9.3µM*, Pf growth 48h inconclusive, LmPK inhibitor -3%, HCV inh inconclusive and CHX counter -1.
Screening CSCC[C@@H](CO)NC(=O)c1ccc2nc(C3CCCCC3)oc2c1 returned Shiga inhibitor -3, Tb PYK inh 2%, Pf growth 96h inconclusive, Pf growth 48h -6%, LmPK inhibitor -3%, HCV inh -4% and CHX counter -3.
Screening O=C1NC(=O)/C(=C\c2ccccc2OCc2ccccc2)S1 returned Shiga inhibitor -15, Tb PYK inh -6%, Pf growth 96h inconclusive, Pf growth 48h 2%, LmPK inhibitor 0%, HCV inh 13% and CHX counter 6.
`O=C(CN1CCN(C(=O)N2CCOCC2)CC1)Nc1cc(Cl)ccc1Cl` gave Shiga inhibitor -9, Tb PYK inh -2%, Pf growth 96h inconclusive, Pf growth 48h -9%, LmPK inhibitor 4%, HCV inh 1% and CHX counter -10.
Screening CCn1c(=O)c2sccc2n2c(CCCC(=O)NCc3cccnc3)nnc12 returned Shiga inhibitor 1, Tb PYK inh -5%, Pf growth 96h 13µM*, Pf growth 48h 25%, LmPK inhibitor 2%, HCV inh 7% and CHX counter 2.
Screening CN(C)S(=O)(=O)c1cccc(C(=O)NCCOC(=O)c2cc(F)c(F)cc2Cl)c1 returned Shiga inhibitor -4, Tb PYK inh -12%, Pf growth 96h 11%, Pf growth 48h 8%, LmPK inhibitor 0%, HCV inh -14% and CHX counter -5.
Screening CCS(=O)(=O)N1CCC(C(=O)NCCCN2CCC(Cc3ccccc3)CC2)CC1 returned Shiga inhibitor 14, Tb PYK inh 2%, Pf growth 96h 9.3µM*, Pf growth 48h -2%, LmPK inhibitor 3%, HCV inh 0% and CHX counter -5.
Screening CCOc1cc2c(cc1C(C)(C)C)NC(=O)CS2 returned Shiga inhibitor -20, Tb PYK inh 3%, Pf growth 48h 2%, LmPK inhibitor -4%, HCV inh inconclusive and CHX counter -2.
c1ccc(CSc2nnc(-c3ccco3)o2)cc1 was read as Shiga inhibitor 109*, Tb PYK inh -3%, Pf growth 96h 47%[activator], Pf growth 48h 75%[activator], LmPK inhibitor 0%, HCV inh 8% and CHX counter 49*.
For O=C(O/N=C\c1ccc(N2CCOCC2)c([N+](=O)[O-])c1)c1ccccc1Cl the results were Shiga inhibitor 10, Tb PYK inh 8%, Pf growth 96h 173%[activator], Pf growth 48h 18%, LmPK inhibitor 0%, HCV inh 10% and CHX counter 6.
`O=C(CCC(=O)c1cccs1)NNC(=O)c1cccc(Cl)c1` gave Tb PYK inh 1%, Pf growth 96h 24%, Pf growth 48h 34%[activator] and HCV inh 15%.
`CC(C)n1c(-c2ccc(N(C)C)cc2)nc2ccccc21` gave Shiga inhibitor 114*, Tb PYK inh -15%, Pf growth 96h 57%[activator][5.75 µM], Pf growth 48h 64%[activator], LmPK inhibitor -8%, HCV inh inconclusive and CHX counter 29*.
`Fc1ccc(Oc2nc(-c3ccccn3)nc3ccccc23)cc1` gave Shiga inhibitor 67*, Tb PYK inh 2%, Pf growth 96h 4.7µM*, Pf growth 48h 1.7µM*, LmPK inhibitor -7%, HCV inh -73% and CHX counter 51*.
For CC(C)CCNC(=O)CCCn1c(=O)[nH]c2ccc(Br)cc2c1=O the results were Shiga inhibitor -3, Tb PYK inh -3%, Pf growth 96h 23%, Pf growth 48h 10%, LmPK inhibitor 2%, HCV inh -8% and CHX counter 9.
For Fc1ccc(-c2n[nH]c(=S)n2Cc2ccccc2)cc1 the results were Shiga inhibitor -10, Tb PYK inh inconclusive, Pf growth 96h inconclusive, Pf growth 48h -9%, LmPK inhibitor -27%, HCV inh 17% and CHX counter -9.
Cc1ccc(C)c(NC(=S)NC2CC3CCCC(C2)N3CC(C)C)c1 (configuration not stated) was read as Shiga inhibitor -2, Tb PYK inh 4%, Pf growth 96h -8%, Pf growth 48h inconclusive, LmPK inhibitor -1%, HCV inh -14% and CHX counter -1.
Screening O=C(Cn1c(NCCO)nc2ccccc21)c1ccco1 returned Shiga inhibitor 4, Tb PYK inh 1%, Pf growth 96h 0%, Pf growth 48h 3%, LmPK inhibitor -2%, HCV inh 10% and CHX counter -3.
Screening Cc1ccccc1NC(=O)N1CCC(C(=O)c2ccc(F)cc2)CC1 returned Shiga inhibitor 25, Tb PYK inh 0%, Pf growth 96h inconclusive, Pf growth 48h 4%, LmPK inhibitor 1%, HCV inh 3% and CHX counter -2.
CCS(=O)(=O)C1=NN2C(=N)/C(=C\c3ccc(OC(=O)c4ccco4)cc3)C(=O)N=C2S1 was read as Shiga inhibitor 0, Tb PYK inh 4%, Pf growth 96h -22%, Pf growth 48h -16%, LmPK inhibitor -9%, HCV inh 27% and CHX counter -1.
CCN(CC)S(=O)(=O)c1cccc(NC(=O)COC(=O)c2cc(C)oc2C)c1 was read as Shiga inhibitor -13, Tb PYK inh -3%, Pf growth 96h 6%, LmPK inhibitor 4%, HCV inh inconclusive and CHX counter -5.

Compounds were not picked by outcome. About 24% of those tested had a hit in this group.
